MCL1 BIM primary: inhibitors of MCL1 binding to BIM-BH3, primary screen, biochemical, fluorescence polarization; Induced myeloid leukemia cell differentiation protein Mcl-1 (Homo sapiens), Q07820; GST-MCL1 / FITC-Bim-BH3 fluorescence polarization; inhibition, % at 10.9 µM; 0.68% of 320,000 active; AID 2057, 2009;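 active = inhibition above the mean inhibition of all tested compounds plus 3 SD, set per campaign, cut at about 40% in these data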;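 note: 0% = DMSO wells and 100% = unlabeled Bim-BH3 peptide control; higher means more loss of mP so more displacement of Bim peptide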
TPT1 inh: Candida albicans TPT1 enzyme inhibitors, primary screen, biochemical, fluorescence polarization | tRNA 2'-phosphotransferase TPT1 (Candida albicans SC5314) | recombinant caTPT1, FP RNA substrate dephosphorylation | inhibition, % at 5 µM | 0.81% of 300,000 active | AID 1962, 2009;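 active = inhibition above the mean of all tested compounds plus 3 SD, set per screening campaign, cut at about 24% in these data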;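 note: plate controls were DMSO alone for no effect and ferristatin control at 100 nM for full effect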
PME-1 inh: PME-1 inhibitors via competitive probe labeling, primary screen, biochemical, fluorescence polarization, FP-Rh probe, HTS | Protein phosphatase methylesterase 1 (Homo sapiens), Q9Y570 | recombinant PME-1 | inhibition, % at 5.9 µM | 0.53% of 320,000 active | AID 2130, 2009;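 active = inhibition above the campaign mean of all compounds plus 3 SD, cut at about 26% in these data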;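 note: competitive labeling of PME-1 active site by serine hydrolase directed probe; 0% = PME-1 with DMSO and 100% = wells lacking PME-1 enzyme; inhibitors block probe labeling so polarization falls and inhibition rises; many of its hits are not listed in these tables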
GLD-1 TGE inh: GLD-1/TGE RNA complex disruptors, primary screen, biochemical, fluorescence polarization | purified GLD-1 + fluorescein TGE RNA | 0.44% of 320,000 active | inhibition, % at 5.96 µM;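 active = percent inhibition above a per-plate cutoff, the plate mean of test compounds plus 3 SD, cut at about 30% in these data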;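 note: 0% = DMSO wells with GLD-1 and probe and 100% = wells lacking GLD-1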
Target sequence (Q17339 whole entry, looked up): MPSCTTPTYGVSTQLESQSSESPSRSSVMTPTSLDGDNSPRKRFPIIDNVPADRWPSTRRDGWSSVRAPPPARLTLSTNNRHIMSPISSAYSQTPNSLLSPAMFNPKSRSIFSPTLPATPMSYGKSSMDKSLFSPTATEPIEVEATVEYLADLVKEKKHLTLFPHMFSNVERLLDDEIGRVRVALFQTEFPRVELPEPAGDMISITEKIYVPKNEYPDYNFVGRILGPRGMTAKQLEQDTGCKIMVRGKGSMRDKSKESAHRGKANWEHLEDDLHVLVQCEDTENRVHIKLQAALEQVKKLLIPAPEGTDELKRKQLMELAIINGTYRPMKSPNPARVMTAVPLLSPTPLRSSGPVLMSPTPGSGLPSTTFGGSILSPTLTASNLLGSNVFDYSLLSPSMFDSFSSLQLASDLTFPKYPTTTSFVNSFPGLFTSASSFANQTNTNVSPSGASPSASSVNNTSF
PAD4 FP inh: human PAD4 inhibitors, primary screen, biochemical, fluorescence polarization, 1536-well format; recombinant PAD4, RCA probe fluorescence polarization; inhibition, % at 6.36 µM; 0.41% of 330,000 active; AID 485272, 2010;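 active = percent inhibition above a cutoff equal to the mean of all tested compounds plus 3 SD, cut at about 15% in these data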;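 note: 0% = PAD4 with RCA probe and DMSO and 100% = probe without PAD4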
Fam108B counter: mouse Fam108B serine hydrolase inhibitors, primary screen, counter-screen for RBBP9 inhibitor project, biochemical, fluorescence polarization; recombinant Fam108B, FP-Rh probe fluorescence polarization; inhibition, % at 9.51 µM; 0.33% of 300,000 active; AID 1947, 2009;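 active = inhibition above the screen mean inhibition plus 3 SD, computed separately per campaign, cut at about 18% in these data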;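 note: inhibitors lower polarization as less probe binds the enzyme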
Bcl-xL primary: inhibitors of human Bcl-xL, primary screen, biochemical, fluorescence polarization, HTS; Bcl-2-like protein 1 (Homo sapiens), Q07817; inhibition, % at 10.9 µM; GST-Bcl-xL / FITC-Bim BH3 peptide fluorescence polarization; 0.7% of 320,000 active; AID 2129, 2009;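 active = inhibition above the mean of all tested compounds plus 3 SD, cutoff set per campaign, cut at about 30% in these data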;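 note: 0% = DMSO wells and 100% = unlabeled Bim-BH3 peptide competitor; inhibitors lower millipolarization by displacing the labeled peptide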
GSTO1 counter: inhibitors of recombinant GSTO1, primary screen, counter-screen for RBBP9 inhibitor project, biochemical, fluorescence polarization. Glutathione S-transferase omega-1 (Homo sapiens), P78417. activity-based probe fluorescence polarization. inhibition, % at 5.96 µM. 1.1% of 300,000 active;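 active = inhibition above the campaign mean inhibition plus 3 SD, cut at about 35% in these data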;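 note: 0% = GSTO1-1 with DMSO and 100% = wells lacking GSTO1-1 enzyme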
MEX-5 binding: MEX-5 zinc finger RNA-binding disruptors – biochemical, C. elegans, fluorescence polarization, MLPCN library, primary screen; Zinc finger protein mex-5 (Caenorhabditis elegans), Q9XUB2; MEX-5/FITC-TCR2 RNA binding; active compounds read low; activity score (negative = inhibition of binding), % at 10 µM; 0.38% of 300,000 active;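 active = inhibition past about -25% in most replicates, and total fluorescence under double the plate's negative control median, limit read from the data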;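 note: 0% = DMSO and -100% = 5 µM competing unlabeled TCR2 RNA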
Target sequence (Q9XUB2 whole entry, looked up): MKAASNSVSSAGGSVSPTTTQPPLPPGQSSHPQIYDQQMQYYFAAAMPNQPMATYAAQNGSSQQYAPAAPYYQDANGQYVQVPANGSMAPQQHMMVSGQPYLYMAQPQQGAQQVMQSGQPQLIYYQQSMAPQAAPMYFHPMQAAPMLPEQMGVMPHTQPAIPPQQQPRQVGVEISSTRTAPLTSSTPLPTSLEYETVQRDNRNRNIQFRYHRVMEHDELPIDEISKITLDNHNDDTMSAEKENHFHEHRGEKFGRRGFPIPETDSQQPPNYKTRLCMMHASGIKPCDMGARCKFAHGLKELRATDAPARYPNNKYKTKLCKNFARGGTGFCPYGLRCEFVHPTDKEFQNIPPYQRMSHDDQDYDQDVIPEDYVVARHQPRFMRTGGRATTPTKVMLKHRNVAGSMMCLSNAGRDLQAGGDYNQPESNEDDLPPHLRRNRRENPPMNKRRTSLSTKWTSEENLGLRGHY
* = called active by the depositor; . = not tested or not shown. Some of the compounds tested, so the mix of outcomes need not match the whole.

1) COc1ccc(C(=O)Nc2ccc(OC)c(OC)c2)cc1
2) Cc1ccccc1CSc1nnc(-c2ccncc2)n1C
3) O=C(CSc1n[nH]c(=O)[nH]c1=O)c1ccccc1
4) CCOC(=O)C1C(c2ccc(O)c(O)c2)NC(=S)NC1(O)C(F)(F)F (configuration not stated)
5) Cc1cccc(C(=O)Nc2cccc(C(=O)NC3CCCC3)c2)c1
6) O=C(COC(=O)c1ccccc1O)Nc1cccc2ccccc12
7) Cc1cc(O)c(CN2CCN(S(=O)(=O)c3cccs3)CC2)cc1C(C)C
8) CCOc1cc(CNc2ccc(N(C)C)cc2)cc(Br)c1OCC(=O)NC(C)(C)C
assay / entry,1,2,3,4,5,6,7,8
Bcl-xL primary,6,2,-17,9,3,-4,6,16
GSTO1 counter,9,5,-1,9,0,.,.,81*
MCL1 BIM primary,4,-7,-3,9,4,-7,8,17
TPT1 inh,1,-2,-3,-3,1,.,.,-5
PME-1 inh,-2,-1,0,-7,-1,-2,-4,9
GLD-1 TGE inh,-2,-6,-6,7,4,-1,5,10
MEX-5 binding,-2.4,1.8,0.3,.,1.6,.,.,-0.1
PAD4 FP inh,0,-3,0,5,1,-4,-2,23*
Fam108B counter,1,-1,-2,2,0,.,.,3

9) C/C(Cl)=C\Cn1c(N2CCCCCC2)nc2c1c(=O)n(C)c(=O)n2C
10) CCOc1ccc(CN2CCN(Cc3[nH]c4ccc(OC)cc4c3C)CC2CCO)cc1 (configuration not stated)
11) CC1(C)CC(=O)C2=C(C1)Nc1[nH]c(=S)[nH]c(=O)c1C2c1ccccc1 (configuration not stated)
12) COC(=O)[C@H]1[C@H]2C[C@@H]3c4[nH]c5cc(OC)ccc5c4CCN3C[C@H]2C[C@@H](OC(=O)c2ccc(N)cc2)[C@@H]1OC
13) CCCCn1c(SCC(=O)NCCc2ccc(OC)c(OC)c2)nc2c1c(=O)n(C)c(=O)n2C
14) CCOc1cc(-c2c(C)c(CC)nc(N)c2C#N)ccc1O
15) Cc1cccn2c(=O)c3cc(C(=O)NC4CCCCC4)c(=N)n(Cc4ccc(F)cc4)c3nc12
16) CN(CC(=O)Nc1sccc1C#N)Cc1ccccc1
assay / entry,9,10,11,12,13,14,15,16
Bcl-xL primary,-1,7,10,5,5,6,-4,2
GSTO1 counter,0,3,13,13,6,-25,3,4
MCL1 BIM primary,-2,3,8,-2,5,-3,-7,4
TPT1 inh,1,1,-4,62*,-4,1,3,6
PME-1 inh,-1,2,-8,3,-2,5,2,-2
GLD-1 TGE inh,5,7,5,-5,-2,2,-11,-1
MEX-5 binding,.,0.2,-3.3,6.4,-1.2,-0.8,-1.0,-0.8
PAD4 FP inh,4,-1,2,-9,-3,-2,2,-4
Fam108B counter,0,0,-4,0,1,-2,1,1

17) O=C(O)C1CC(O)CN1C(=O)c1ccco1 (configuration not stated)
18) CCOc1ccc(NC(=S)N(CC)Cc2ccccc2)cc1
19) CCO/C=C1\N=C(c2ccc(F)cc2)OC1=O
20) O=C(c1c[nH]c(C(=O)C(Cl)(Cl)Cl)c1)c1ccc(F)cc1F
21) NC(=O)CSc1oc(-c2ccco2)nc1S(=O)(=O)c1ccc(Cl)cc1
22) O=C1CCCC/C1=C/Nc1ccc2c(c1)OCO2
23) CCn1c(SCC(=O)Nc2ccc(Br)cn2)nnc1C1CC1
24) Cn1c(=O)nc2n(Cc3ccccc3)c3cccc(Cl)c3cc-2c1=O
assay / entry,17,18,19,20,21,22,23,24
Bcl-xL primary,4,3,6,-5,-3,22,6,6
GSTO1 counter,-2,-5,-5,2,-2,5,14,-1
MCL1 BIM primary,-7,14,8,-7,-4,25,10,4
TPT1 inh,-1,1,-1,-1,1,-1,2,-5
PME-1 inh,-1,-3,-3,0,2,-2,7,7
GLD-1 TGE inh,-5,3,-6,-3,-2,8,5,2
MEX-5 binding,0.5,2.4,1.1,-0.7,0.4,-0.5,2.1,0.2
PAD4 FP inh,-7,4,2,-2,-2,0,-2,-2
Fam108B counter,-1,0,6,-1,1,1,-3,-1

25) Clc1ccc(-c2cc(COc3ccccc3)on2)cc1
26) CCCCNC(=S)N/N=C1\C(=O)c2cccc3cccc1c23
27) CN(C)c1nc(NC(C)(C)C)nc(SCC(=O)Nc2ccccc2)n1
28) Cc1nc(Nc2cccc(Cl)c2)c2oc3ccccc3c2n1
29) Cc1c(NC2(C#N)CCCCC2)c(=O)n(-c2ccccc2)n1C
30) Cn1nc(C(=O)N2CCN(c3cccc(Cl)c3)CC2)c2c1-c1ccccc1S(=O)(=O)C2
31) CC(C)NC(=O)C(=O)NCC(c1ccc2c(c1)OCO2)N1CCOCC1 (configuration not stated)
32) O=C1CC(c2ccccc2)n2nc(N3C(=O)CCC3=O)nc2N1 (configuration not stated)
assay / entry,25,26,27,28,29,30,31,32
Bcl-xL primary,-1,7,-10,2,6,3,2,6
GSTO1 counter,-2,6,11,-20,9,4,3,-4
MCL1 BIM primary,-4,15,-6,1,9,4,2,1
TPT1 inh,2,0,-1,3,-7,-1,-4,-2
PME-1 inh,-2,-4,0,-19,-1,-3,1,-5
GLD-1 TGE inh,-3,9,-2,-2,1,7,2,3
MEX-5 binding,-0.3,2.2,0.7,2.3,2.1,-2.1,-4.3,1.0
PAD4 FP inh,-6,4,2,-5,-2,0,3,1
Fam108B counter,-2,2,-3,-7,1,0,4,2

Entries listed so far that contain a thiophene ring, fused or not, in the order listed:
7) Cc1cc(O)c(CN2CCN(S(=O)(=O)c3cccs3)CC2)cc1C(C)C
16) CN(CC(=O)Nc1sccc1C#N)Cc1ccccc1
assay / entry,7,16
Bcl-xL primary,6,2
GSTO1 counter,.,4
MCL1 BIM primary,8,4
TPT1 inh,.,6
PME-1 inh,-4,-2
GLD-1 TGE inh,5,-1
MEX-5 binding,.,-0.8
PAD4 FP inh,-2,-4
Fam108B counter,.,1

Following part.
33) Cc1cccc(N2CCN(C(=S)Nc3ccc4nc5n(c(=O)c4c3)CCCCC5)CC2)c1C
34) Cc1cccc(NC(=O)C2CCN(C(=O)N3CCOc4ccccc43)CC2)c1C
35) COCCOC(=O)c1c(NC(=O)CN2CCCc3ccccc32)sc(C(N)=O)c1C
36) CCN1CC(CN(C)Cc2nc(COc3ccccc3)no2)CC1=O (configuration not stated)
37) Cc1ccc(SCC(=O)Nc2ccc(S(=O)(=O)Nc3nccs3)cc2)cc1
38) O=C(COc1ccc(Br)cc1)Nc1ccc(N2CCOCC2)cc1N1CCOCC1
39) Cc1nn(C(C)C(=O)N2CCc3ccccc3C2)c(=O)c2cc3occc3n12 (configuration not stated)
40) COc1ccccc1NC(=O)c1cccnc1
assay / entry,33,34,35,36,37,38,39,40
Bcl-xL primary,1,0,9,0,0,-6,9,2
GSTO1 counter,-1,-2,9,7,-6,.,2,4
MCL1 BIM primary,4,5,5,4,-4,-4,7,-2
TPT1 inh,3,-2,1,-7,9,.,2,-3
PME-1 inh,1,2,9,3,-4,1,2,0
GLD-1 TGE inh,1,1,-7,-2,1,7,2,-7
MEX-5 binding,.,-1.6,-1.7,-1.1,.,.,0.8,3.4
PAD4 FP inh,1,-1,-2,4,-2,-6,-1,0
Fam108B counter,0,4,3,-1,3,.,-5,1

41) CN(C)S(=O)(=O)Oc1ccsc1C(=O)Nc1ccc(C(F)(F)F)cc1
42) COC(=O)COc1cccc2c(=O)n(CC(=O)NCc3ccc(F)cc3)ccc12
43) Cc1ccc(S(=O)(=O)N2CCN(Cc3ccccc3)CC2)cc1
44) NC(=O)c1cccc(S(=O)(=O)N2CCCCC2)c1
45) CCN(CC(=O)Nc1ccc(OC)c(OC)c1)CC(=O)Nc1ccccc1C(F)(F)F
46) COc1ccc(OC)c(NC(=O)c2ccc3c(c2)OCO3)c1
47) CC(C)N(CCc1ccncc1)C(=O)Nc1ccc(Cl)c(Cl)c1
48) Cc1ccc(C(C(=O)NC2CCCCC2)N(Cc2ccccc2)C(=O)Cc2c[nH]c3ccccc23)o1 (configuration not stated)
assay / entry,41,42,43,44,45,46,47,48
Bcl-xL primary,6,1,0,11,3,9,3,6
GSTO1 counter,2,-6,-5,9,27,8,-12,-3
MCL1 BIM primary,5,0,-4,11,-7,1,4,-1
TPT1 inh,-2,0,2,0,-2,-3,-1,-1
PME-1 inh,1,4,-2,7,3,-12,7,-4
GLD-1 TGE inh,5,-1,5,6,4,-2,5,7
MEX-5 binding,0.2,0.9,1.1,2.2,0.4,-1.3,2.2,0.0
PAD4 FP inh,-1,6,3,1,-3,-3,-1,2
Fam108B counter,0,0,0,5,3,4,-3,-4

49) Cn1nc(C(=O)NNC(=O)c2ccc(Cl)cc2)ccc1=O
50) Cc1nc(N2CCN(Cc3ccc(Cl)cc3)CC2)c2oc3ccccc3c2n1
51) Cc1cccc(C(=O)NC2CCN(S(=O)(=O)c3ccccc3F)CC2)c1
52) COCC(C)NC(=O)CCS(=O)(=O)c1nc(-c2ccc(OC)cc2)cc(C(F)(F)F)n1 (configuration not stated)
53) CCCc1nnc(SCC(=O)N2CCCC(C)C2)n1CCOC (configuration not stated)
assay / entry,49,50,51,52,53
Bcl-xL primary,-1,1,1,5,4
GSTO1 counter,15,-4,7,-56,5
MCL1 BIM primary,2,-5,3,6,2
TPT1 inh,1,2,2,-4,1
PME-1 inh,-4,-10,-3,-6,-3
GLD-1 TGE inh,-1,6,2,2,-1
MEX-5 binding,-1.8,-1.3,2.5,1.1,0.1
PAD4 FP inh,4,-1,-5,6,-6
Fam108B counter,0,-4,-1,-7,7
